MMP13 inh: MMP13 (human) collagenase inhibition | AID 570 | hit rate 0.07% among 65,000 | P45452 | inhibition, % at 4 µM | MMP-13 fTHP FRET cleavage, Mca fluorescence;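 active = inhibition above the mean of compound-free control plate wells plus 3 SD, cut at about 14% in these data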;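 also: 0% = DMSO wells and 100% = wells with reference MMP-13 inhibitor after basal subtraction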
FXIIa inh mix: factor XIIa (human) inhibition, mixture screen. inhibition, % at 5 µM. purified FXIIa, fluorogenic substrate, pooled mixtures. hit rate 0.2% among 62,000. AID 684;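 also: 0% = enzyme without compound and 100% = no enzyme blank; some results filed as inactive read as strong as hits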
JNK3 inh: JNK3 (human) kinase inhibition. purified JNK3 kinase activity, HTS. inhibition, % at 8 µM. AID 746. hit rate 0.61% among 60,000. P53779; in the data active = inhibition above about 17%;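 also: 0% = DMSO and 100% = reference inhibitor; many of its hits are not listed in these tables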
DUSP1 inh: blocks human MKP-1 phosphatase activity | hit rate 0.15% among 65,000 | P28562 | recombinant MKP-1, OMFP hydrolysis fluorescence | inhibition, %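 (compounds tested at a single concentration somewhere between 10 and 100 µM)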;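 active = inhibition above about 50%, limit read from the data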;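 also: 0% = DMSO max control wells and 100% = wells with enzyme stopped by NaOH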
Target sequence (P28562 whole entry, looked up): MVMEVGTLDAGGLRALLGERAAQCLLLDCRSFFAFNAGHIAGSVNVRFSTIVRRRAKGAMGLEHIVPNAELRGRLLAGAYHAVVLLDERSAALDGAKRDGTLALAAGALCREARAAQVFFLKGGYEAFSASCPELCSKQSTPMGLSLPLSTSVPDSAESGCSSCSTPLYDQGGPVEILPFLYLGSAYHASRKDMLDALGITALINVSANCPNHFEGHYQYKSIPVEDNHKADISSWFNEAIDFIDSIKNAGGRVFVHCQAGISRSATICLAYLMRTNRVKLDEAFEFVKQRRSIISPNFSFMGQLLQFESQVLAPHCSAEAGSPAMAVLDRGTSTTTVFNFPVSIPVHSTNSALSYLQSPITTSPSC
A340 absorber: compound absorbs light at 340 nm. 65,000 tested, under 10 active. compound absorbance at 340 nm, fold over control. fold change at 10 µM;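 active = at 10 µM dose, initial 340 nm absorbance at least 2 fold that of control wells; inactive = change under 2 fold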;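 also: initial absorbance extrapolated from kinetic A340 decline of NADH oxidation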
AP complement: alternative pathway complement inhibition, orthogonal assay. AID 1235. hit rate 0.08% among 62,000. Human serum alternative complement pathway, LPS-coated ELISA, C3 deposition; tested in compound mixtures. inhibition, % at 5 µM;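 active = inhibition above 30% in each of the two pooled mixtures holding the compound, so the lower value exceeds 30%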;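 also: 0% = serum in Mg-EGTA without compound and 100% = EDTA serum blank; some compounds past the cut are filed as inactive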
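Test system – human serum alternative complement pathway, C3 deposition on LPS-coated wells · Buffer or medium – diluted human serum in Mg2+-EGTA GVB++ · Compound dosing – 5 µM each compound, pools of ten, 50 µM per pool · Schedule – 1 h serum-compound exposure at 37 °C · Measured by – Anti-C3 ELISA, OD 450 nm · Read-out basis – percent inhibition of C3 deposition onto LPS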
Cdc25B block: human M-phase inducer phosphatase 2 inhibition | P30305 | recombinant Cdc25B, OMFP fluorescence Ex485/Em525 | inhibition, %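 (compounds tested at 10 µM final in the well)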 | hit rate 0.1% among 65,000 | AID 368; in the data active = inhibition above about 50%
Target sequence (P30305 whole entry, looked up): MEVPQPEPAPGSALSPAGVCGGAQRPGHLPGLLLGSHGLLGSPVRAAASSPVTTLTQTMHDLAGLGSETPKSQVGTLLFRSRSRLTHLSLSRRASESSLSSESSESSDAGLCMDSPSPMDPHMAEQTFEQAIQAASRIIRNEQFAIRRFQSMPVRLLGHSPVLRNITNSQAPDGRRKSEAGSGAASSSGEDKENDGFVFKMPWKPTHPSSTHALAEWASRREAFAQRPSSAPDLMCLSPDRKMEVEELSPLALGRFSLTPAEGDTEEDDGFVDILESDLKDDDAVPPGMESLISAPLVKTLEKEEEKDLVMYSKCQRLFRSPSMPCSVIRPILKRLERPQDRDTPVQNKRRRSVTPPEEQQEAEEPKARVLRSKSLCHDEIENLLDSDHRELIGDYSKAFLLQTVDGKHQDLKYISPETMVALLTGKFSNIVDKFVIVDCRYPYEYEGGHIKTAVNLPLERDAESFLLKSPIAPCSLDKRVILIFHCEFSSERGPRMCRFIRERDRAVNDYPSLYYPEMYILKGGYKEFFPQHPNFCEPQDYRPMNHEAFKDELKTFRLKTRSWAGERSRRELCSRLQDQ
FXIa mix inh: inhibitors of human coagulation factor XIa, pooled mixtures. purified FXIa, fluorogenic substrate. inhibition, % at 5 µM. P03951. hit rate 0.19% among 62,000;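 also: each value is inhibition by a whole ten-compound pool holding the compound; 0% = enzyme with no mixture and 100% = wells lacking enzyme; strong numbers were not always called active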
Hsp90 block: displaces geldanamycin probe from tumor Hsp90; NCI-N417 lysate Hsp90, Cy3B-geldanamycin FP displacement; P07900; inhibition, % at 30 µM; hit rate 0.35% among 64,000;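 active = inhibition above 50%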;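 also: 0% = tracer plus lysate wells and 100% = tracer alone without lysate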
Active calls of the source: *; nt = no result given; [ ] = another dose, or the depositor's remark. Rule as the data show it, unless noted: active = inhibition above about 20% (passing the limit was not always enough); inactive = the rest. The order is random. Share with any hit: about 1.5%.

cpd	Compound	AP complement	Hsp90 block	FXIa mix inh	MMP13 inh	DUSP1 inh	JNK3 inh	FXIIa inh mix	Cdc25B block	A340 absorber
1	COc1cc2ccccc2cc1C(=O)Nc1ccccc1N1CCN(S(C)(=O)=O)CC1	-10	-6	7	5	7	-1	-6	-5	1.1
2	CC1CCCN(C(C(=O)Nc2ccc3c(c2)OCO3)c2ccccc2)C1 (stereo not given)	14	-2	11	2	2	-2	4	4	1
3	O=C(CN(CC1CCCO1)C(=O)CCC(=O)Nc1ccccn1)NCC1CCCO1 (stereo not given)	8	-2	-2	-6	-6	5	-19	-9	0.97
4	O=C(Nc1ccccc1)OCCOc1ccccc1	16	-4	3	2	7	-1	8	-8	1
5	CCCCCn1c(=N)n(CC(O)COc2ccccc2OC)c2ccccc21 (stereo not given)	14	-1	3	1	-12	-5	-37	-21	1
6	Cc1ccc(S(=O)(=O)/C(C#N)=C/c2c(N3CCN(C)CC3)nc3c(C)cccn3c2=O)cc1	nt	-14	nt	-10	-23	-3	nt	30	1
7	Nc1cc(=O)[nH]c(SCc2nnc(-c3ccccc3)o2)n1	-11	2	1	-1	-23	5	0	-16	1
8	CN(Cc1cccc(F)c1)C(=O)c1ccc(S(=O)(=O)C(F)F)cc1	13	-1	8	2	23	2	-4	1	1
9	Cc1ccc(C(C(=O)NCc2ccco2)N(C(=O)Cn2nnc3ccccc32)c2ccccc2)o1 (stereo not given)	18	-3	5	1	-4	1	6	2	1
10	CCOC(=O)CSc1nc2ccsc2c(=O)n1C1CCN(C(=O)OCC)CC1	7	0	5	2	7	nt	3	-1	1
11	CCCCCCn1c(=O)c(-c2nc3ccccc3c(=O)[nH]2)c(O)c2ccccc21	2	-1	7	5	-5	0	-15	6	1.1
12	CC(NC(=O)c1nn(C)c(=O)c2ccccc12)c1ccccc1 (stereo not given)	-13	-4	-3	2	-2	3	7	-3	1
13	CC(=O)c1c(C)[nH]c(C(=O)OC2CCCCC2=O)c1C (stereo not given)	3	-3	9	4	7	4	9	-5	1
14	COc1ccc(-c2nnc(SC(C)C(=O)Nc3cccc(Cl)c3)o2)cc1 (stereo not given)	13	-3	1	3	16	-1	-18	-19	1
15	CC1(C)CC(=O)C2=C(C1)NC(Nc1nc3ccccc3o1)=NC21CCCCC1	-22	-3	8	3	-9	3	8	5	1.1

Nothing new here: three of the compounds above.
cpd	Compound	AP complement	Hsp90 block	FXIa mix inh	MMP13 inh	DUSP1 inh	JNK3 inh	FXIIa inh mix	Cdc25B block	A340 absorber
8	CN(Cc1cccc(F)c1)C(=O)c1ccc(S(=O)(=O)C(F)F)cc1	13	-1	8	2	23	2	-4	1	1
9	Cc1ccc(C(C(=O)NCc2ccco2)N(C(=O)Cn2nnc3ccccc32)c2ccccc2)o1 (stereo not given)	18	-3	5	1	-4	1	6	2	1
10	CCOC(=O)CSc1nc2ccsc2c(=O)n1C1CCN(C(=O)OCC)CC1	7	0	5	2	7	nt	3	-1	1

The results go on:
cpd	Compound	AP complement	Hsp90 block	FXIa mix inh	MMP13 inh	DUSP1 inh	JNK3 inh	FXIIa inh mix	Cdc25B block	A340 absorber
16	O=C1CCC/C1=c1\s/c(=C\c2cccnc2)c(=O)n1-c1ccccc1	4	nt	9	0	18	nt	2	-10	1.1
17	COCCCNS(=O)(=O)c1ccccc1	-19	1	3	-4	4	-1	4	-11	1
18	Cc1ccc(Cn2c(CN3CCOCC3)nc3c2c(=O)n(C)c(=O)n3C)cc1	13	-2	3	8	-10	nt	-22	-22	1
19	COc1cc(C)c(S(=O)(=O)N2CCOCC2)cc1C(C)C	-8	-3	-32	4	-13	-3	1	-24	1
20	O=C(O)Cn1c(-c2cscn2)nc2ccccc21	21	0	5	-7	1	6	4	-9	1.2
21	Cc1ccc(S(=O)(=O)N(C)Cc2ccc(-c3nnco3)cc2)cc1	7	-2	7	5	-4	3	6	-15	1
22	COCCN1C=C(C(=O)OC)C(c2cc3c(cc2Br)OCO3)C(C(=O)OC)=C1	16	-3	-3	-19	7	9	4	-16	1
23	C=CCc1ccccc1OCC(O)CNC (stereo not given)	10	-2	7	2	-37	2	1	-4	0.97
24	CCOC(=O)C1=C(C)NC(=O)NC1c1c(OCC(=O)N2CCCCC2)ccc2ccccc12 (stereo not given)	10	2	45	0	27	-2	-1	3	1.1
25	CCOC(=O)N1CCN(C(=O)CCC(=O)N2CCOc3ccc(C)cc32)CC1	6	0	3	-12	12	-2	-16	14	1
26	N#C/C(C(=O)NCc1ccccc1)=C1\SC(CCO)C(=O)N1c1ccccc1 (stereo not given)	nt	-3	nt	3	-13	-1	nt	84*	1.1
27	CC(CN1CCOCC1)OC(=O)COc1ccc(F)cc1 (stereo not given)	12	-1	9	2	-8	9	6	-11	1
28	Cc1ccc(C(=O)CNc2nc3c(c(=O)[nH]c(=O)n3C)n2Cc2ccccc2)cc1	8	0	-1	-3	9	4	21	5	1
29	CC(CNC(=O)c1ccc(Br)o1)NC(=O)c1ccc(Br)o1 (stereo not given)	10	-2	2	-18	9	-3	-26	-9	1
30	CC1(C)CC(NC(=O)c2ccccc2Cl)CC(C)(C)N1	11	-2	3	0	-19	-3	-17	-11	1

Further structures.
cpd	Compound	AP complement	Hsp90 block	FXIa mix inh	MMP13 inh	DUSP1 inh	JNK3 inh	FXIIa inh mix	Cdc25B block	A340 absorber
31	COc1cc2c3c(c1)C1(C(=O)N3C(C)(C)C=C2C)C(C#N)=C(N)Oc2cc(C)oc(=O)c21 (stereo not given)	6	2	-19	0	31	-3	13	-2	1
32	COc1ccc(OC)c(NC(=O)C2CC(=O)N(c3ccccc3)C2)c1 (stereo not given)	6	6	-3	4	-4	-3	30	1	1
33	O=C(c1ccco1)N1CCN(C(=O)C(Cc2ccccc2)NS(=O)(=O)c2cccs2)CC1 (stereo not given)	15	-3	8	0	3	2	6	-6	0.95
34	COC(=O)c1cccc(NC(=O)NC2CCCN2S(=O)(=O)c2ccc(Cl)cc2)c1 (stereo not given)	5	1	-1	-2	5	5	9	0	0.98
35	O=C(CSc1c[nH]c2ccccc12)N1CCOCC1	8	-6	6	-10	6	nt	9	0	0.98
36	COc1ccccc1NC(=O)CSc1nnc(COc2ccc(Cl)cc2)n1Cc1ccco1	-11	-2	1	0	14	1	17	-4	1
37	Cc1nn(CC(=O)Nc2ccc(C(=O)N3CCCCC3)cc2)c(=O)c2ccccc12	-9	2	-10	-5	2	8	12	-6	1
38	COc1ccc(-n2nnc3c(SCC(=O)Nc4ccc5c(c4)OCCO5)ncnc32)cc1	12	-3	5	2	25	1	10	1	1
39	Cn1cccc1Cc1nnc(SCC(=O)NC2CCCC2)n1-c1ccc(F)cc1	20	-2	6	4	3	-2	-4	4	1
40	COc1ccc(C2C3=C(CCCC3=O)Nc3nc(C(F)(F)F)nn32)c(OC)c1OC (stereo not given)	-17	1	7	1	7	8	7	6	1.1
41	O=C(NC1CCCCC1)N1CCCCCC1	16	0	-2	-4	-3	2	4	7	1
42	COc1ccc(Br)cc1CNC(=O)C1CCC(=O)N1C(C)C (stereo not given)	-4	-3	3	-6	4	-1	-21	-9	1.1
43	CCOC(=O)c1cnc(Nc2nc3ccccc3o2)nc1CN1CCN(c2ccccc2)CC1	-4	-7	1	1	28	-7	-7	4	1.1
44	CCOc1ccc(-c2nnc(SCC(=O)N3CCOCC3)o2)cc1	27	-2	-12	0	8	2	8	-5	1
45	Cc1nnc2sc(-c3ccc(-c4ccc(Cl)c(C(F)(F)F)c4)o3)nn12	10	-9	-2	-105[fluorescence artefact?]	0	2	-1	0	1.1

Part of the list above in order of heavy-atom count, highest first:
cpd	Compound	AP complement	Hsp90 block	FXIa mix inh	MMP13 inh	DUSP1 inh	JNK3 inh	FXIIa inh mix	Cdc25B block	A340 absorber
39	Cn1cccc1Cc1nnc(SCC(=O)NC2CCCC2)n1-c1ccc(F)cc1	20	-2	6	4	3	-2	-4	4	1
45	Cc1nnc2sc(-c3ccc(-c4ccc(Cl)c(C(F)(F)F)c4)o3)nn12	10	-9	-2	-105[fluorescence artefact?]	0	2	-1	0	1.1
41	O=C(NC1CCCCC1)N1CCCCCC1	16	0	-2	-4	-3	2	4	7	1

(further entries)
cpd	Compound	AP complement	Hsp90 block	FXIa mix inh	MMP13 inh	DUSP1 inh	JNK3 inh	FXIIa inh mix	Cdc25B block	A340 absorber
46	O=C(OCC#CCSc1nnc(-c2ccccc2)o1)c1cccs1	1	-1	7	-1	-13	-3	6	-2	0.98
47	CCN1CCc2nc(NC(=O)c3ccc4c(c3)OCCO4)sc2C1	5	-5	5	7	-1	-1	-1	-14	1.1
48	Cc1cc(C)n2nc(SCc3ncc(-c4ccccc4)o3)nc2n1	3	-8	8	5	26	-5	1	-8	1.1
49	COc1cc(/C=N/n2cnnc2)ccc1OCC(=O)N1CCOCC1	13	-3	4	nt	-3	nt	15	-16	1.1
50	CCN1CCCC1CNC(=O)CCNC(=O)c1cc(OC)c(OC)c(OC)c1 (stereo not given)	28	-2	8	-4	10	-3	13	-16	1
51	CC1CC(c2ccccc2)n2nc(NC(=O)CCc3ccccc3)nc2N1 (stereo not given)	7	-2	2	-6	25	5	2	6	1
52	O=C(Cn1cccc1C(=O)c1ccccc1)NCc1ccccn1	-17	-6	1	1	-15	4	3	-9	1
53	O=C(CCn1c(=S)oc2ccccc21)Nc1ccc2c(c1)OCCO2	nt	-1	nt	-1	-1	-4	nt	3	1
54	CC(CSc1nc2ccccc2s1)Cn1c(N2CCCC2)nc2c1c(=O)[nH]c(=O)n2C (stereo not given)	7	-2	8	-8	-2	-5	5	2	1
55	O=C(Nc1nc2ccccc2s1)c1ccc(Cl)s1	8	-3	4	-3	1	6	6	-33	1.1
56	CCOC(=O)c1oc2ccccc2c1NC(=O)c1cccs1	0	0	6	-2	4	2	-16	-10	1
57	CC(=O)N1CCc2cc(S(=O)(=O)Nc3ccccc3N3CCN(C)CC3)ccc21	13	-4	-2	-2	-1	4	9	-15	1.1
58	O=C(CCn1c(=O)oc2ccccc21)N(Cc1ccccc1)c1ccccn1	nt	-4	nt	-2	6	0	nt	-2	1
59	O=C(c1cc2nc(-c3ccccc3)cc(-c3ccccc3)n2n1)N1CCN(C(=O)c2ccco2)CC1	4	-6	-12	-42	11	3	1	-18	1.1
60	Cn1c(SCc2c(F)cccc2Cl)nnc1-c1cnccn1	-6	nt	4	1	4	nt	4	-9	1.1
